High-throughput results as filed in PubChem BioAssay.
KLF5 inh – suppresses KLF5 promoter-driven expression. 0.23% of 290,000 active. inhibition, % at 5 µM. AID 1700. DLD-1 KLF5 promoter-luciferase reporter, luminescence;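 active = inhibition above a per-plate limit of that plate's mean compound inhibition plus 3 SD, cut at about 60% in these data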;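 note: 0% = DMSO wells and 100% = LY294002 at 200 µM; higher means less KLF5 promoter-driven luciferase light; inactives centre near -14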
AI-2 QS mod – modulates the Vibrio harveyi AI-2 quorum sensing system; Vibrio harveyi JMH597 AI-2 luminescence/OD600 ratio, 9 h; stronger effect = lower value; strain lacks LuxN and CqsS sensors; 0 = neutral-control median; activity change, % at 7.5 µM; 0.4% of 300,000 active; AID 2094; in the data active = activity change below about -75%, passing the limit was not always enough; inconclusive = no clear call, values can overlap the other calls;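 note: luminescence divided by OD600 gain over 9 h not by final OD600 alone; inactives centre near 13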
HSF1 inh – HSF1 inhibition | NIH3T3-HGL HSE-luciferase, MG132-induced, luminescence 8 h; stronger effect = lower value | activity change, negative = inhibition, % at 7.5 µM (by protocol) | 0.77% of 300,000 active | AID 2098;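 active = more than half of replicate wells show activity change below -50%, luminescence cut by over half; inconclusive = some wells, but at most half, below -50%; inactive = no replicate well below -50%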;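 note: luciferase reports HSF-1 transcriptional activity via heat shock element; 0% = median of DMSO wells and -100% = zero luminescence signal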
HIF act – HIF pathway transcriptional activation. activation, % at 7.5 µM (by protocol). 0.32% of 300,000 active. U2OS HRE-luciferase reporter, luminescence; normalized: DMSO 0%, desferrioxamine 100%. AID 1910;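 active = mean activation of at least 10% of the iron chelator positive control signal, with at least half of replicates also reaching 10%; inconclusive = mean and replicate majority disagree about reaching 10%; inactive = mean and most replicates under 10%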
Platelet DG rel – modulates dense granule release in human platelets | AID 1663 | 0.22% of 300,000 active | human platelet-rich plasma, SFLLRN dense granule ATP release, luminescence | inhibition, %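 (compounds screened at 7.5 µM in platelet-rich plasma)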;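 active = mean replicate score, as percent of positive control, at or above 50; inconclusive = mean below 50 but at least one replicate at or above 50; inactive = mean and every replicate below 50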
HDAC3 inhib – human HDAC3 inhibition. O15379. recombinant HDAC3, fluorogenic peptide/trypsin coupled, fluorescence. inhibition, % at 8.3 µM. 0.15% of 320,000 active. AID 2718; in the data active = inhibition above about 26%, passing the limit was not always enough; inconclusive = no clear call, values can overlap the other calls
Target sequence (O15379 whole entry, looked up): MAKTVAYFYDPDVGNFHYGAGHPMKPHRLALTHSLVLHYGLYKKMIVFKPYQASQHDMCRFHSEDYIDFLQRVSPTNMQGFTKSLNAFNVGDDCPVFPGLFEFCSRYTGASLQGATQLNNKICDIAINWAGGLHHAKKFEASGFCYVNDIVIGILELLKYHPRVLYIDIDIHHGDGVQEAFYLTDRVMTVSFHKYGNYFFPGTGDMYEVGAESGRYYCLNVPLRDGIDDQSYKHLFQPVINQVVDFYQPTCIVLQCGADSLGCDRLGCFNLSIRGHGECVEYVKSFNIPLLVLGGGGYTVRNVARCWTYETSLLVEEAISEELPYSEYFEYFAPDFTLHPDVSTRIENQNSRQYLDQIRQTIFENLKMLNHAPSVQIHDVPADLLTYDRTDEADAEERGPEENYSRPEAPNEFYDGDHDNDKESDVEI
HSP90 inh – blocks HSP90-mediated luciferase refolding in reticulocyte lysate | 0.91% of 290,000 active | inhibition, % at 5.6 µM | Rabbit reticulocyte lysate, luciferase refolding luminescence, 3 h;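 active = inhibition above the screen-wide mean plus 3 SD, computed separately per campaign, cut at about 16% in these data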;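 note: 0% = DMSO wells and 100% = 60 µM geldanamycin wells; inhibitors lower the luminescence because luciferase stays unfolded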
IEC-6 cytotox – kills IEC-6 intestinal cells in KLF5 counter-screen | IEC-6 cytotoxicity, luminescence viability | inhibition, % at 5 µM | 0.78% of 290,000 active; in the data active = inhibition above about 22%;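 note: 0% = plate median of test compound wells and 100% = cytotoxic reference compound wells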
aSyn 5UTR inh – 5' untranslated region of α-synuclein, MLPCN primary screen; inhibition, % (tested at 7.5 µM); alpha-synuclein 5'UTR reporter, inhibitor activity; 0.82% of 300,000 active; in the data active = inhibition above about 60%; inconclusive = no clear call, values can overlap the other calls;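 note: H4 neuroglioblastoma cells stably carrying SNCA 5'UTR luciferase fusion; 0% = DMSO wells and 100% = positive control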
HSF1 activator – increases HSF-1 driven luciferase reporter signal. AID 504408. NIH3T3-HGL HSF-1 luciferase reporter, MG132, 8 h; 100% = twice DMSO control signal. activation, % at 9 µM. 1.7% of 300,000 active;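 active = mean replicate activation of at least 50% with a set share of replicates each reaching 50%; inconclusive = only one of those two conditions met; inactive = mean below 50% and too few replicates reaching it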;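 note: 0% = median of the neutral control wells and 100% = twice that signal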
* = called active by the depositor; ? = inconclusive; / = not tested or not shown.

SMILES	KLF5 inh	AI-2 QS mod	HSF1 inh	HIF act	Platelet DG rel	HDAC3 inhib	HSP90 inh	IEC-6 cytotox	aSyn 5UTR inh	HSF1 activator
Cc1c(C(=O)N2CCCCC2)c(S(=O)(=O)N2CCN(c3ccccc3F)CC2)c(C)n1C	-5	25	-1	-1.0	8	-3	-1	-2	25	-1
CCCN1CCN(C(=O)c2cc(COc3ccc4ncccc4c3)on2)CC1	-35	13	-57*	-0.1	-3	/	-3	-3	21	-66
O=P(Cc1ccccn1)(c1ccccc1)c1ccccc1	-44	25	0	0.3	0	1	-3	2	6	-6
CC(C)c1ccc(Nc2nnc(SCC(=O)Nc3ncc(S(=O)(=O)c4ccc([N+](=O)[O-])cc4)s3)s2)cc1	-13	8	0	-5.0	-2	6	1	-4	-66	3
C/C(=N\NC(=O)C(=O)Nc1ccc(C)c(Cl)c1)c1ccncc1	-40	-15	1	0.9	-10	-2	0	3	14	42
CCN(CCCNC(=O)Cn1ncc2c([nH]c3ccc(C)cc32)c1=O)c1cccc(C)c1	2	21	-1	-0.2	4	4	-3	-6	-2	-8
O=C(CNCCc1ccc(Cl)cc1)Nc1ccc(C(=O)N2CCCCC2)cc1	1	8	9	0.0	-7	5	8	4	16	1
COc1ccc2nc(NC(=O)CS(=O)(=O)Cc3ccccc3)sc2c1	8	-40	-1	0.6	0	1	2	6	-12	5
Cc1ccc(NC(=O)C(C)N2C(=O)c3ccccc3C2=O)cc1 (stereo not drawn)	12	20	-7	-0.2	1	4	-2	-5	-1	-5
O=C(c1cccs1)N1CCN(C23CC4CC(CC(C4)C2)C3)CC1	6	0	-5	0.3	0	-3	0	5	-9	-16
COc1ccc(/C=N/NC(=O)CNC(=O)/C=C/c2ccco2)cc1OC	-17	12	-3	0.1	9	9	3	-1	2	13
OC(COc1ccc2ccccc2c1)CN1CCOCC1 (stereo not drawn)	-36	6	2	-1.4	-1	-5	-1	3	-72	21
O=C(O)CCC(=O)N1N=C(c2ccccc2)CC1c1ccc2nccnc2c1 (stereo not drawn)	-24	3	4	1.1	1	-4	1	-5	-9	25
Cc1nn(CC(=O)N2CCN(c3ccccn3)CC2)c(=O)c2cc3sccc3n12	1	17	-2	1.2	12	-5	-5	-2	7	-3
C=CCN1C(=O)c2ccc(C(=O)N(C)CC(=O)Nc3cccc(F)c3)cc2C1=O	-5	3	-4	0.0	-6	0	-2	1	1	0
COc1ccccc1C(=O)N1CCN(S(=O)(=O)c2ccccc2)CC1	-18	10	-2	-0.3	-8	-11	-6	-1	-2	0
COc1cccc(NC(=O)Cn2c(=O)n(CCC(=O)NC3CCN(Cc4ccccc4)CC3)c(=O)c3ccccc32)c1	1	44	1	-0.4	23	-4	2	7	7	-2
O=c1cnnc(Nc2cccc(C(F)(F)F)c2)[nH]1	-15	9	-8	-0.4	-6	2	2	-1	-38	-17
Cn1c(SCC(=O)Nc2cc(C(C)(C)C)nn2-c2ccccc2)nc2ccccc21	-4	8	1	-0.8	8	11	0	2	-2	-9
CCCCC(=O)Nc1nc(C)c(-c2csc(Nc3cc(Cl)ccc3OC)n2)s1	21	66	-3	-0.7	-6	1	1	1	-3	10
O=C(COc1ccc(NC(=O)c2cccs2)cc1)c1ccc(F)cc1	-24	9	8	0.4	5	7	0	8	-4	-6
O=C(COc1ccccc1)Nc1cccc(-c2ccc(N3CCOCC3)nn2)c1	/	2	15	1.6	12	-2	/	/	-61	28
CCOc1ccc(NC(=O)CSc2nnc(-c3ccncc3)n2CC2CCCO2)cc1 (stereo not drawn)	-15	18	-8	-0.2	2	1	4	-1	5	-4
O=C(CCC1CCCCC1)Nc1nncs1	-26	29	-5	1.0	3	-4	0	2	-11	-3
COC(=O)c1c(-c2ccc(C)cc2)csc1NC(=O)c1c(-c2ccccc2)noc1C	-14	21	8	-0.9	0	1	-1	-6	68*	26

(further entries)
SMILES	KLF5 inh	AI-2 QS mod	HSF1 inh	HIF act	Platelet DG rel	HDAC3 inhib	HSP90 inh	IEC-6 cytotox	aSyn 5UTR inh	HSF1 activator
CCCNC(=O)C12CCC(C)(C(=O)C1Br)C2(C)C (stereo not drawn)	-27	/	/	/	/	-8	-2	6	/	/
C=CCc1ccccc1OCC(O)CN1CCN(CCN2C(=O)c3cccc4cccc(c34)C2=O)CC1 (stereo not drawn)	3	15	44	-0.5	0	0	-1	7	30	61*
COCc1cc(=O)[nH]c(/N=C(\N)Nc2ccc(C)cc2)n1	19	-1	3	-0.3	2	-2	-1	0	4	-6
CN(Cc1ccccc1)c1nc2c(c(=O)[nH]c(=O)n2C)n1Cc1ccccc1	1	10	15	0.0	2	-8	5	0	22	22
Cc1ccc(CCNC(=O)CN2C(=O)COc3ccc(S(=O)(=O)N4CCOCC4)cc32)cc1	-13	33	-9	-0.7	-1	1	-4	-4	26	-32
COCCNC(=O)C(OC(=O)C1=Cc2ccccc2OC1)C(C)C (stereo not drawn)	-26	-4	-2	-1.3	1	-2	-3	-3	-3	-5
CCNc1nc(NCC)n2c(SCC(=O)Nc3ccccc3C(F)(F)F)nnc2n1	/	17	-7	0.8	5	-5	/	/	6	-5
CCOC(=O)C(C#N)c1ccccn1 (stereo not drawn)	-18	10	-4	0.9	2	0	1	4	-70	20
COc1ccc(N2CCN(c3oc(Cc4ccccc4)nc3C#N)CC2)cc1	10	27	-47	0.0	0	0	2	-2	11	-55
CCOc1ccc2nc(Cl)c(CN(C(C)=O)C3CCCCC3)cc2c1	7	0	4	0.1	-1	-1	2	-1	3	6
O=C(Nc1c(F)cccc1F)c1ccc(-n2cncn2)nc1	-29	6	-7	0.2	13	2	-2	1	11	-1
O=C(NNc1c(F)c(F)cc(F)c1F)c1ccc(Cl)nc1	-21	/	14	0.5	4	-1	3	-2	-3	?
Cc1cc(=O)[nH]c(Nc2cccc(F)c2)n1	17	9	-2	-0.4	4	-3	-4	-5	7	-2
COc1cc(/C=C/C(=O)NCC(=O)N2CCC(N(C)CCN3CCOCC3)CC2)ccc1OC(C)C	-13	9	-5	-0.2	5	-5	2	0	17	11
CCOc1cc(C(=O)N2CCC(CC3CC(c4ccccc4)=NO3)(C(=O)NCc3ccc(OC)cc3)CC2)cc(OCC)c1OCC (stereo not drawn)	/	13	-4	-0.3	10	14	/	/	23	-7
c1ccc(-c2noc(-c3ccncc3)n2)nc1	-66	19	0	0.7	26	5	18*	29*	-62	7
COC(=O)c1ccc2nc(-c3ccc4c(c3)OCO4)cn2c1	-95	-10	5	-3.0	6	7	18*	-1	95*	26
Cc1cccc(NC(=O)CSCC(=O)Nc2cc(S(=O)(=O)N3CCOCC3)ccc2N2CCCC2)c1	-20	17	9	-0.2	-12	9	1	1	2	2
O=C(Nc1ccccc1)C1COc2ccccc2O1 (stereo not drawn)	-34	18	10	1.2	-2	-9	-3	1	-82	10
Cc1cccc(NC(=O)CSc2nc3c(c(=O)[nH]2)CCC3)c1C	-6	6	3	0.0	9	0	5	2	-2	0
O=C(O)Cc1ccc2ocnc2c1	1	34	-3	-1.1	-3	1	0	2	-6	-5
CC1CCCN(CCC(=O)Nc2ccccc2)C1 (stereo not drawn)	-12	23	-2	1.4	-2	/	3	4	-40	-3
CC(=O)Nc1cccc(Oc2ncnc3scc(-c4ccccc4)c23)c1	-9	6	-5	-0.2	2	3	4	6	3	12
N#CCCN(C(=O)COC(=O)CNC(=O)c1cccs1)c1ccc(F)cc1	/	11	6	0.7	-2	-2	/	/	-2	34
COc1cccc(OCC(=O)NNC(=O)c2cnccn2)c1	-8	-6	-6	-0.1	-1	2	0	6	-13	-6

The listing continues:
SMILES	KLF5 inh	AI-2 QS mod	HSF1 inh	HIF act	Platelet DG rel	HDAC3 inhib	HSP90 inh	IEC-6 cytotox	aSyn 5UTR inh	HSF1 activator
COC(=O)C1=C(C)NC(=O)NC1C1CC=CCC1 (stereo not drawn)	-1	25	-7	0.0	-1	5	0	-3	6	-2
COc1ccc2cc(C(=O)N/N=C/c3sc4ccccc4c3O)ccc2c1	-5	21	-8	0.3	-1	5	18*	-4	-2	6
COc1ccc(OCc2nc3ccccc3n2C(C)C)cc1	3	2	0	-0.1	-3	?	-2	1	-3	16
CCOC(=O)C(Cc1ccccc1)NC(=O)CCc1c(C)nc2nc(C)nn2c1C (stereo not drawn)	-35	28	4	-0.7	4	0	-2	2	-15	-3
O=C(CSc1ncc(-c2ccccc2)n1CC1CCCO1)N1CCCCC1 (stereo not drawn)	-6	17	2	1.1	1	2	6	5	3	12
CCOc1ccccc1N1CCN(C(=O)CC(C)(C)C)CC1	-21	36	-1	-0.5	-9	4	-2	2	16	13
CC(C)NS(=O)(=O)c1ccc(CCC(=O)NCc2ccncc2)cc1	6	29	-6	0.0	0	-6	-1	2	11	-15
CC(C)CCNC(=O)C12CN(Cc3ccccc3)CC1C(c1ccc([N+](=O)[O-])cc1)=NO2 (stereo not drawn)	-13	6	11	-0.5	-4	7	1	2	18	1
O=C(O)c1cnc(-c2ccccc2)nc1Oc1ccc(Cl)cc1	-5	11	-5	-0.2	-3	-2	0	-1	23	-2
O=C(Cc1ccc(-c2ccccc2)cc1)NC1CCCC1	-39	24	-3	0.4	-6	-4	2	-8	-14	17
CS(=O)(=O)N(CC(=O)N1CCN(c2ccccc2F)CC1)c1ccc2c(c1)OCCO2	-28	18	1	0.2	6	/	3	-1	-15	2
O=C(NCc1ccccc1Cl)C1CCC(CNc2c(N3CCOCC3)c(=O)c2=O)CC1 (stereo not drawn)	18	33	-6	-0.2	-2	-3	2	-3	1	-23
C=CCn1c(-c2cnn(-c3ccccc3)c2N)n[nH]c1=S	-11	15	-6	-0.3	13	2	9	1	-5	33
S=C(NCCc1c[nH]c2ccccc12)NC1CC1	-3	7	-5	0.2	-1	-2	-1	-1	-4	-1
Cc1c(NC(=O)CSc2ncccn2)c(=O)n(-c2ccccc2)n1C	-9	-15	4	-0.6	12	1	0	-16	8	-5
CCCc1cc(=O)oc2cc(OCC(=O)Nc3ccc(CN4CCOCC4)cc3)c(Cl)cc12	-14	22	-5	0.5	-2	9	-2	-2	-13	1
CN(CCc1ccccn1)C(=O)CCC1CCCN(C(=O)c2ccc3c(c2)OCCO3)C1 (stereo not drawn)	-48	4	16	0.7	6	-10	-6	-2	-26	45
O=C(CCc1ccccc1)OCC(=O)c1ccc(Br)cc1	4	-7	1	-0.5	-13	-2	-2	-1	15	-13
COc1ccc(NC2CCCN(C(=O)c3csc(C(C)C)n3)C2)cc1 (stereo not drawn)	-8	12	-1	-0.9	-2	6	-5	5	-2	-5
COc1ccc(C(=O)c2coc3ccc(O)c(CN4CCCC4)c23)cc1	-26	4	13	-0.2	1	-1	50*	-5	-11	18
CCOC(=O)c1sc(NC(=O)CSc2nnnn2-c2ccccc2)nc1C	12	7	-5	0.2	0	-5	-2	-1	10	44
C=CC[C@@]12C=C(OC)C(=O)C(OC)=C1O[C@H](c1ccc3c(c1)OCO3)[C@H]2C	/	3	-9	0.0	-4	1	/	/	-5	-8

Outcome played no part in choosing rows; about 5% have a hit in one of these screens.
